# NPY Y1 blocker = NPY-Y1 (human) receptor antagonism; HEK293-CNG Y1 cells, membrane potential fluorescence; NPY at EC95, then isoproterenol; 1% of 200,000 active; P25929; inhibition, % at 3.6 µM;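 active means inhibition above the campaign mean inhibition of all tested compounds plus 3 SD, cut at about 20% in these data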;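 further: 0% = DMSO wells given NPY plus isoproterenol and 100% = isoproterenol alone without NPY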
# Target sequence (P25929 whole entry, looked up): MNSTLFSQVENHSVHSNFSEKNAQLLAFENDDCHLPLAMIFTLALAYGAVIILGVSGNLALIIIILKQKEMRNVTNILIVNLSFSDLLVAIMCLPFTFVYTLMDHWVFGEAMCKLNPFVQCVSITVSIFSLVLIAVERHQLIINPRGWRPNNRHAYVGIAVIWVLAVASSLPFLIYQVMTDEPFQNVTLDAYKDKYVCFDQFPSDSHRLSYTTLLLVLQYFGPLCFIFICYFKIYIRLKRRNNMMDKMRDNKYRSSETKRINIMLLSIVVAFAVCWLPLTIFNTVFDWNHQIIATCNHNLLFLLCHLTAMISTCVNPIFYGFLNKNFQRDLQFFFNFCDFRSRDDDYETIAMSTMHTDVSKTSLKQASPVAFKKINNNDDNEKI
#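 System: HEK293 cells with Y1 receptor plus CNG channel / Probe or stimulus: NPY 25 nM then isoproterenol 1 µM plus Ro 20-1724 25 µM / Compound: one concentration, 3.6 µM, in 0.4% DMSO / Schedule: compound incubation 1 h at room temperature, readout 45 min post-stimulation / Measured by: membrane potential fluorescence / Read-out: % inhibition of NPY effect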
# NPY-Y2 PAM-ag = potentiators or agonists of human neuropeptide Y receptor Y2; 0.45% of 220,000 active; P49146; cells expressing NPY-Y2, potentiator/agonist read-out; AID 1359; activation, % at 3.6 µM; in the data active means activation above about 27%;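 further: cells stimulated with NPY near EC25 plus isoproterenol at EC100; 0% = vehicle plus submaximal agonist and 100% = vehicle plus saturating agonist; some results beyond the cut were filed as inactive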
# Hck Nef HTS = inhibitors of human Hck kinase activated by Nef; P08631; Recombinant Hck-YEEI plus Nef, Z-Lyte FRET kinase assay; inhibition, % at 20 µM; 0.68% of 220,000 active; AID 463187;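 active means Hck-Nef kinase inhibition above about 50%, limit read from the data; inactive means inhibition below that limit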;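 further: 0% = DMSO with Hck plus Nef and 100% = Hck alone without Nef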
# Target sequence (P08631 whole entry, looked up): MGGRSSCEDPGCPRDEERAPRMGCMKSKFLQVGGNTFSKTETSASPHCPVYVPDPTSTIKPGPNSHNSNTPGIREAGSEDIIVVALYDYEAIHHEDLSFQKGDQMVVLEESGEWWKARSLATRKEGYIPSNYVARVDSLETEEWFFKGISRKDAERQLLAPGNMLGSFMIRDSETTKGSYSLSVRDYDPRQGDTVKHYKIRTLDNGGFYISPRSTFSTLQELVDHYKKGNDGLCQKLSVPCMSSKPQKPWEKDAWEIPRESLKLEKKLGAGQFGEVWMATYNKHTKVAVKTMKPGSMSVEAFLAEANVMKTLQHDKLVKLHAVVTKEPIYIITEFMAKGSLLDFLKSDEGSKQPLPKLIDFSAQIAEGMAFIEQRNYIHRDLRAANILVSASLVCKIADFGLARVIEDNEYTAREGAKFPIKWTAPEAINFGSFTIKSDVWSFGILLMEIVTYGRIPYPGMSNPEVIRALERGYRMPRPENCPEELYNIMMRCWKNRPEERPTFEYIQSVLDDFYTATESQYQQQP
# NPY-Y1 PAM-ag = human NPY-Y1 potentiation or agonism, primary screen | P25929 | NPY-Y1 expressing cells, potentiator/agonist activation | activation, % at 3.6 µM | AID 1304 | 0.37% of 220,000 active; in the data active means activation above about 33%, passing the limit was not always enough;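 further: cells stimulated with NPY at EC10 then isoproterenol at EC100; 0% = low agonist plus stimulus and 100% = saturating agonist plus stimulus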
# MDM2 E3 inh = blocks human Mdm2 ubiquitin ligase activity; cell-based MDM2 ubiquitination luciferase reporter, 2 h; 0 = plate control, 100 = twice control, blank-subtracted; signal enhancement, % at 5 µM; 0.11% of 210,000 active;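 active means signal enhancement of 30% or more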;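 further: luminescence tracks abundance of the self-degrading MDM2-luciferase fusion protein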
#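 Timing – 2 h compound exposure at 37 °C · Assay system – mammalian cells stably expressing self-ubiquitinating, self-degrading MDM2 E3–luciferase fusion · Amount – 2000 cells seeded into each well · Measure – % luminescence enhancement versus blank-corrected plate control mean · Measured by – SteadyLite luminescence, 15 min reagent step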
# Runt-CBFb FRET = inhibitors of human RUNX1 Runt domain binding to CBFb. inhibition, % at 20 µM. AID 1496. Cerulean-Runt/Venus-CBFb FRET ratio 530/480, 1 h. 0.46% of 220,000 active;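 active means inhibition over about 50% at 20 µM in the single-dose screen, limit read from the data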;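 further: 0% = DMSO wells and 100% = excess unlabeled CBFb competitor control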
#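 Assay system: Cerulean-Runt domain fusion protein, energy donor; Signal: fluorescence energy transfer, 422 nm excitation, 530/480 nm emission; Timing: 1 h compound exposure, room temperature; Control set: unlabeled CBFb; Medium: Tris buffer pH 7.5 with salts and BSA; Compound: single test concentration of 20 µM, 1% DMSO final; Probe or stimulus: Venus-CBFb 100 nM.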
# p97 inhibitor = human p97 ATPase inhibition. P55072. recombinant p97 ATPase, Kinase-Glo ATP luminescence, 3 h. inhibition, % at 8 µM. 0.42% of 220,000 active; in the data active means inhibition above about 15%;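 further: 0% = DMSO vehicle and 100% = wells lacking enzyme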
# RBBP9 inh = blocks human serine hydrolase RBBP9; 0.2% of 220,000 active; inhibition, % at 7.94 µM; recombinant RBBP9, FP-Rh probe fluorescence polarization;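 active means inhibition above the campaign mean of all tested compounds plus 3 SD, cut at about 14% in these data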;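 further: plate controls were DMSO wells with RBBP9 for no effect and wells lacking RBBP9 protein for full effect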
#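 Assay system: recombinant human RBBP9; Reagent: Serine-hydrolase probe FP-Rh, 375 nM pre-mixing; Doses: 7.94 µM single dose, 0.794% DMSO; Incubation: 30 min then 45 min, 25 °C; Detection: fluorescence polarization (mP), excitation 525 nm, emission 598 nm; Evaluation: percent inhibition from mP, scaled between DMSO and no-protein wells.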
# Runt-SMMHC FRET = blocks binding of human RUNX1 Runt domain to CBFb-SMMHC | Q01196+Q13951 | Cerulean-Runt/Venus-CBFb-SMMHC FRET ratio 530/480, 1 h | inhibition, % at 20 µM | 0.74% of 220,000 active;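 active means mean inhibition across duplicate retests at 20 µM reaching about 50%, limit read from the data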;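 further: 0% = DMSO wells and 100% = wells with excess untagged CBFb-SMMHC; inhibitors lower the FRET ratio by blocking Runt binding to CBFb-SMMHC; some results filed as inactive read as strong as hits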
# Active calls of the source: *; x = not tested or not shown.
Structure,NPY Y1 blocker,NPY-Y2 PAM-ag,Hck Nef HTS,NPY-Y1 PAM-ag,MDM2 E3 inh,Runt-CBFb FRET,p97 inhibitor,RBBP9 inh,Runt-SMMHC FRET
CCO[C@@H]1OC(C(=O)N2CCN(Cc3ccc4c(c3)OCO4)CC2)=C[C@H](c2csc3ccccc23)[C@H]1CCCO,-3,5,-6,3,x,-4,-5,-13,-1
S=C(Nc1ccc2cn[nH]c2c1)Nc1ccc(Cl)cc1Cl,-4,-3,21,2,-3,15,6,2,1
O=S(=O)(NCC1CCCO1)c1ccc(S(=O)(=O)N(Cc2ccc(F)cc2)C2CCCCC2)cc1 (stereo unspecified),-6,5,8,-8,x,x,2,0,x
COCCNC(=O)C1CC(c2ccc([N+](=O)[O-])cc2)=NO1 (stereo unspecified),6,-2,1,-8,4,-4,2,0,0
Cc1ccc(SCc2nnc(N)s2)cc1,-2,-3,7,0,-1,-1,3,-7,1
COc1ccc2[nH]c(=O)c(CN(CC3CCCO3)S(=O)(=O)c3ccccc3)cc2c1 (stereo unspecified),6,8,1,7,-9,0,5,-4,-2
COc1cc(-c2nc(CN3CCN(CC(C)C)C(=O)[C@@H]3C)c(C)o2)ccc1F,6,2,20,-5,-14,x,-1,-5,x
CCOC(=O)N1CCN(C2OC(=O)c3ccccc32)CC1 (stereo unspecified),0,4,2,15,-6,-2,4,-2,-4
COc1ccc(CCC(C)Nc2ccc(F)c(F)c2)cc1 (stereo unspecified),8,-18,6,3,4,1,-1,-7,5
Cn1c(NC(=O)/C=C/c2c(F)cccc2Cl)cc(=O)n(C)c1=O,3,6,15,15,6,-1,5,-6,0
O=C(NCC1(c2ccccc2)CCOCC1)c1cccs1,1,-14,1,-3,-7,-1,-2,-1,-1
COC(=O)c1nnn(-c2nonc2N)c1COc1ccc(C=O)cc1OC,-3,-12,0,5,-4,1,5,3,-2
Cc1ccc(-n2c3c(c(=O)[nH]c2=O)C(C(F)(F)F)(C(F)(F)F)NC(=O)N3)cc1,5,11,2,-3,-1,-1,4,-3,-7
CCc1ccccc1NC1Nc2cc(C)nn2S1 (stereo unspecified),3,13,30,3,-4,3,1,-7,7
CSC1=N/C(=C\c2ccccc2Cl)C(=O)N1N(C)C,x,-28,2,-5,-5,1,-2,-4,1
CCOC(=O)C(C(=O)OCC)N(C#N)c1nc(OC)nc(N(C)C)n1,11,-4,-19,-2,-17,1,-4,-3,-2
COc1ccc(OC)c(NS(=O)(=O)Cc2ccccc2)c1,0,-5,6,5,-4,1,4,3,-4
O=C(COC(=O)CCCOc1ccc(Cl)cc1Cl)Nc1cccc(Cl)c1,14,-22,1,8,-25,0,-4,-44,0
Cc1ccc(C(=O)NNC(=S)NC(=O)c2ccc(Cl)cc2)cc1,7,-23,1,-19,-36,6,0,-5,9
NNC(=O)c1sccc1OCc1ccc(Cl)cc1,0,-52,-7,-46,-45,15,4,-1,36
CCn1c(=N)n(CC(=O)C23CC4CC(CC(C4)C2)C3)c2ccccc21,9,5,0,-1,-20,-3,-2,-2,-4
O=C(CSc1nccc(=O)[nH]1)NCc1ccco1,x,-12,4,-6,-1,2,-4,-3,-4
Cc1ccc(CCNC(=O)C2CCCN(c3nc4ccccc4o3)C2)cc1 (stereo unspecified),0,-21,1,-43,-41,-1,-7,-1,-1
CN1CCN(C(=O)c2cc(C(C)(C)C)cc(C(C)(C)C)c2)CC1,-3,6,21,4,3,-3,-3,-11,-1
Nc1ccccc1SC1CC(=O)N(c2ccc(Cl)c(Cl)c2)C1=O (stereo unspecified),x,-3,3,-2,-13,1,-1,-10,0
CC(NS(=O)(=O)c1ccc(Cl)cc1)C(=O)NCc1ccco1 (stereo unspecified),0,-3,2,5,-10,2,5,2,1
COc1ccc(-c2[nH]ncc2/C=C(/C#N)C(=O)NC2CCCCC2)cc1,5,-5,14,-9,-11,-2,4,-6,-1
Cc1nccc(-c2cccc(NC(=O)c3ccccc3Cl)c2)n1,x,-5,15,8,-14,0,4,-4,2
Cc1sc(NC(=O)CSc2nc(N)cc(N)n2)c(C#N)c1C,x,3,38,4,x,2,4,1,2
CC12CC(NC(=O)N1c1cccc(C(=O)Nc3ncn[nH]3)c1)c1ccccc1O2 (stereo unspecified),3,2,1,15,-10,1,-1,-4,-2

# Entries listed so far that contain an aryl thioether with sulfur outside any ring (4):
Structure,NPY Y1 blocker,NPY-Y2 PAM-ag,Hck Nef HTS,NPY-Y1 PAM-ag,MDM2 E3 inh,Runt-CBFb FRET,p97 inhibitor,RBBP9 inh,Runt-SMMHC FRET
Cc1ccc(SCc2nnc(N)s2)cc1,-2,-3,7,0,-1,-1,3,-7,1
O=C(CSc1nccc(=O)[nH]1)NCc1ccco1,x,-12,4,-6,-1,2,-4,-3,-4
Nc1ccccc1SC1CC(=O)N(c2ccc(Cl)c(Cl)c2)C1=O (stereo unspecified),x,-3,3,-2,-13,1,-1,-10,0
Cc1sc(NC(=O)CSc2nc(N)cc(N)n2)c(C#N)c1C,x,3,38,4,x,2,4,1,2

# The listing picks up, repeating the 6 entries before the break.
Structure,NPY Y1 blocker,NPY-Y2 PAM-ag,Hck Nef HTS,NPY-Y1 PAM-ag,MDM2 E3 inh,Runt-CBFb FRET,p97 inhibitor,RBBP9 inh,Runt-SMMHC FRET
Nc1ccccc1SC1CC(=O)N(c2ccc(Cl)c(Cl)c2)C1=O (stereo unspecified),x,-3,3,-2,-13,1,-1,-10,0
CC(NS(=O)(=O)c1ccc(Cl)cc1)C(=O)NCc1ccco1 (stereo unspecified),0,-3,2,5,-10,2,5,2,1
COc1ccc(-c2[nH]ncc2/C=C(/C#N)C(=O)NC2CCCCC2)cc1,5,-5,14,-9,-11,-2,4,-6,-1
Cc1nccc(-c2cccc(NC(=O)c3ccccc3Cl)c2)n1,x,-5,15,8,-14,0,4,-4,2
Cc1sc(NC(=O)CSc2nc(N)cc(N)n2)c(C#N)c1C,x,3,38,4,x,2,4,1,2
CC12CC(NC(=O)N1c1cccc(C(=O)Nc3ncn[nH]3)c1)c1ccccc1O2 (stereo unspecified),3,2,1,15,-10,1,-1,-4,-2
C=CCNC(=S)NNC(=O)c1cccn(Cc2ccc(Cl)c(Cl)c2)c1=O,-1,-5,0,-2,-6,0,-7,-3,5
CC(C[N+](C)(C)C)OC(=O)C1(c2ccccc2)CCCC1 (stereo unspecified),x,-6,8,6,-11,-28,5,11,4
CCOC(=O)N1CCN(S(=O)(=O)c2cc(Br)cnc2N)CC1,5,19,-20,-4,-11,5,2,-10,2
CN1CCN(NC(=S)Nc2ccc(OC(F)F)cc2)CC1,1,-2,-32,2,-11,1,2,6,-7
CCOC(=O)/C=C1\SCC(=O)N1Cc1nnc(-c2ccccc2Br)o1,4,10,2,7,2,-1,2,-8,-9
CN1C(=O)/C(=C/c2cc3c(cc2Br)OCO3)NC1=S,11,-9,22,6,-8,14,1,-3,27
O=C(Oc1oc(-c2ccco2)nc1C=Nc1ccccc1)c1ccoc1,0,-6,4,-16,12,0,0,-8,2
NC(=O)NC(Cc1ccccc1)C(=O)O (stereo unspecified),-2,-3,0,9,-1,1,4,-9,-1
CCn1c(SCC(=O)N=Nc2c(O)[nH]c3ccccc23)nnc1-c1ccc(C(C)(C)C)cc1,-3,12,1,10,-13,2,8,-6,0
CCC(=O)Nc1ccc(S(=O)(=O)Nc2cccc(C)c2)cc1OC,-1,5,12,-14,-14,1,-2,1,2
O=C(COc1ccc([N+](=O)[O-])cc1)Nc1ccccc1N1CCCC1,12,-11,12,-20,-9,-1,2,-11,3
O=S(=O)(Nc1ncnc2sc3c(c12)CCC3)c1cc(F)ccc1F,x,12,14,17,11,-2,5,-1,-5
O=C(/C(=C/c1ccncc1)n1ccnc1)c1ccc(Cl)cc1Cl,x,7,14,6,-3,2,4,-4,2
COc1cc2nc(SCc3c(C)noc3C)n(CCC3=CCCCC3)c(=O)c2cc1OC,12,-24,1,-34,-8,-4,-3,6,-1
COC(=O)c1c(NC(=O)CN2CCOCC2)sc2c1CCC(C)C2 (stereo unspecified),1,-1,2,-21,-23,-2,-3,-8,-2
Cc1ccccc1Nc1nc(N)nc(CSc2ccccc2)n1,5,1,4,1,-18,-2,1,4,3
CCOC(=O)CNC(=O)CSc1ncnc2c1cnn2-c1ccc(OC)cc1,0,12,3,5,-8,-1,1,-5,-5
COc1cccc(/C=N/NC(=O)c2ccccc2)c1OS(=O)(=O)c1ccccc1,-2,-10,-5,4,-13,-1,-1,-6,-1
O=S(=O)(Nc1ccc2oc(-c3ccccc3)nc2c1)c1ccccc1,9,11,0,-3,-17,-4,3,-7,-2
COc1ccc(Cn2c(SCc3ccc(C)cc3)nc3cc(OC)c(OC)cc3c2=N)cc1Cl,34*,-3,-2,-16,-19,-1,2,-1,-8
Cc1ccc(C(=O)Nc2ccn(Cc3ccc(F)cc3)n2)o1,1,9,0,-7,-5,2,3,0,0
O=C(NCC1CCCO1)c1nnc(Cc2ccc(F)cc2)o1 (stereo unspecified),3,-7,-9,-19,x,0,4,-4,2
COc1ccc(NC(=S)NC23CN4CN(CN(C4)C2)C3)cc1,-2,-1,3,-14,0,-2,4,-6,2
CCOc1ccc(-c2nnn(CC(=O)c3ccc4c(c3)OCCO4)n2)cc1,14,8,2,-18,-16,1,4,-6,-4
CCC(=O)C1CCCN(C(=O)c2ccc(OC3CCN(C(=O)c4cccnc4)CC3)cc2)C1 (stereo unspecified),-4,-8,3,6,-22,-2,3,4,2
COc1ccc(N2CCN(C(=O)CCNS(=O)(=O)c3ccc4c(c3)CCC(=O)N4)CC2)cc1,4,6,-2,2,-1,0,8,-2,-1
